Insulin prom inh: TRM-6 insulin promoter activity inhibition. TRM-6 cells (human fetal islet line), insulin promoter-eGFP reporter, imaging; reporter expression induced with tamoxifen. inhibition, % at 2 µM. 130,000 compounds, 0.9% hits. AID 1273;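 active = inhibition above the mean plus 3 SD, with well images judged a real hit on visual review, cut at about 60% in these data, passing the limit was not always enough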
sdo1 growth: sdo1-depleted yeast growth rescue; S. cerevisiae sdo1-depleted JHY4D growth rescue, OD600 30 h; stronger effect = higher value; pdr5 snq2 efflux-pump mutant strain; z-score at 10 µM; AID 817; 140,000 compounds, 0.21% hits;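 active = z-score above 3 at both the 24 hr and the 30 hr optical density reads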;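 note: z-score against mean and SD of all compound wells on the same plate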
sdo1 growth Rescue 24 h: further read-out of sdo1 growth, marked with its call; z-score; S. cerevisiae sdo1-depleted JHY4D growth rescue, OD600; measured here: growth rescue at 24 h;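 0 is the plate mean of compound wells and units are plate SD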
Starred values were filed as active, the others as inactive; . = not tested or not shown.

smiles	Insulin prom inh	sdo1 growth	sdo1 growth Rescue 24 h
CC1=C(C(=O)OCC(C)C)C(c2ccsc2)C2=C(CCCC2=O)N1 (configuration not stated)	18.2	0.5	0.55
COc1ccc(C(=O)OCC(=O)c2ccccc2)cc1S(=O)(=O)N1CCOCC1	6.7	1.06	1.15
O=C(N/N=C/c1ccco1)c1cc([N+](=O)[O-])cc([N+](=O)[O-])c1	16.0	-0.65	-0.46
COc1ccc(-c2cc(=O)c3ccccc3n2C)cc1	50.0	0.51	0.15
COc1ccc(C)cc1NC(=O)Cn1cnc2sc(C)c(S(=O)(=O)N3CCOCC3)c2c1=O	26.3	1.11	1.56
CCC(CC)c1nnc(NC(=O)CCN2C(=O)c3ccccc3C2=O)s1	-20.6	-0.5	-0.19
CC1CCCC(NC(=O)c2n[nH]c(=O)c3ccccc23)C1C (configuration not stated)	.	-0.71	-0.11
COc1ccc(-c2cc(C(=O)Oc3ccc([N+](=O)[O-])cc3)c3ccccc3n2)cc1	28.1	-0.96	1.35
Cc1ccc(-c2cc3ccccc3nc2N2CCCC2)cc1	28.1	-1.5	-0.54
CCCCn1nc(C(=O)N[C@@H](CCSC)c2nc3ccccc3[nH]2)c2ccccc2c1=O	-25.7	-0.09	-0.78
Cc1noc(C)c1COc1ccc(C(=O)OCC(=O)NC(=O)C2COc3ccccc3O2)cc1 (configuration not stated)	.	0.48	0.13
N/C(=N\OC(=O)Cc1ccc(-c2ccccc2)cc1)c1cccnc1	0.0	-1.71	-1.56
c1ccc(CCc2nc3ccccc3[nH]2)cc1	-21.4	.	.
Cc1cccc(C(=O)O/N=C(\c2ccccc2)c2cccnc2)c1	.	-1.34	-0.62
Cc1ccc(SCCC(=O)Nc2ccccc2C(=O)NC2CCCCC2)cc1	-22.2	-0.58	0.85
Cc1cc(N2CCOCC2)nc2ccc(NC(=S)N3CCCCC3C)cc12 (configuration not stated)	72.7*	.	.
CCOc1ccc(N(CC(=O)Nc2ccccc2C(=O)N2CCOCC2)S(=O)(=O)c2ccc(F)cc2)cc1	-2.9	-0.31	-0.27
COc1cccc(C(=O)O/N=C(\N)c2ccc([N+](=O)[O-])cc2)c1OC	.	-0.64	-0.14
COc1ccccc1CN1C(=O)[C@@H]2C(CC(N)=O)NC3(C(=O)Nc4c3ccc(Cl)c4C)[C@@H]2C1=O (some centres not stated)	30.8	1.04	-0.38
CC(C)(C)OC(=O)N1CCC[C@H]1c1nnc(SCc2ccc(Cl)cc2Cl)o1	.	-0.16	-0.14
CCC(=O)NC(=S)Nc1ccc(NC(=O)COc2ccccc2)cc1	.	-0.46	-0.8
Cn1c(=O)c2c(ncn2CC(=O)N(Cc2ccccc2)c2ccccn2)n(C)c1=O	0.0	-0.22	-0.51
C=CCOn1c(=O)c(C)[n+]([O-])c2ccccc21	-24.2	-0.17	-0.24
Cc1ccc(-c2nc3ccccc3[nH]2)cc1NC(=O)c1sc2ccccc2c1Cl	-28.6	0.32	1.34
CS(=O)(=O)N1CCC(NC(=O)Cc2ccccc2)CC1	.	0.83	-0.05
Clc1nc2ccccc2cc1/C=N/Nc1nc2ccccc2[nH]1	10.0	-1.14	-0.65
Cc1ccc(NC(=O)CSCC#N)cc1Cl	15.2	-0.07	-0.31
C/C(N)=C(/C#N)C(=O)COC(=O)c1cc(C)n(-c2ccc(F)cc2)c1C	66.7	0.88	0.35
CCS(=O)(=O)N1CCC(C(=O)NCCCN2CCCC2)CC1	25.0	0.06	-0.13
CCOc1ccc(/C=N/NC(=O)CSc2n[nH]c(=O)[nH]c2=O)cc1OC	-72.7	.	.
Cc1cccc(C)c1OCC(=O)OC/C(O)=C(\C#N)c1nc2ccccc2[nH]1	.	-0.36	-0.04
C=CCn1c(=O)c2c3c(sc2n2c(Nc4ccccc4)nnc12)CCCC3	-8.7	-2.23	-1.48
CC(Oc1ccc(-c2ccccc2)c(F)c1)c1ccn(S(=O)(=O)c2ccc(Br)cc2)n1 (configuration not stated)	-16.7	1.37	1.85
Cn1ncc(Cl)c1C(=O)Nc1ccncc1	-6.5	0.83	0.32
C=CCn1c(SCn2nnc3ccccc3c2=O)nc2scc(-c3cccs3)c2c1=O	.	-1.1	-1.12
CCCCC1S/C(=N/N=C/c2ccc(OC)cc2)N(Cc2ccc(OC)cc2)C1=O (configuration not stated)	5.1	0.46	0.07
CCCCc1c(C)nc2ccccc2c1SCCC(=O)O	-6.2	.	.
COCCn1c(=NC(=O)/C=C/c2cccs2)sc2cc(NC(C)=O)ccc21	.	0.05	0.92
COc1ccc(C2CC(c3ccccc3)=NN2C(=O)COC(=O)c2cc(S(=O)(=O)N3CCOCC3)ccc2Cl)cc1 (configuration not stated)	-16.7	0.12	1.23
COc1ccc(NC(=O)CCN2CCN(S(=O)(=O)c3cc(Cl)ccc3Cl)CC2)cc1	-37.5	-0.67	-0.74
COc1ccc(N2CCN(C(CNC(=O)C(=O)NCCCn3ccnc3)c3cccnc3)CC2)cc1 (configuration not stated)	-64.7	.	.
CN(C)Cc1nc2ccccc2c(=O)n1Cc1nc(-c2cc3ccccc3o2)cs1	.	-1.3	-0.72
CC1=CC(C)(C)N(C(=O)c2ccccc2)c2ccccc21	18.2	-0.6	-0.48
CCc1ccc(OCc2nc(-c3ccccn3)no2)c(Br)c1	10.8	-1.43	-0.44
CC(=O)N(/N=C1\Sc2ccccc2C1=O)c1ccc(C)cc1C	-18.4	-0.92	-0.63
COc1ccc(C(=O)Nc2ccccc2C(=O)N/N=C/c2ccccc2OC)cc1	.	-0.41	-0.24
O=C(CCS(=O)(=O)c1ccccc1)Nc1nc(-c2cccs2)cs1	33.3	0.21	0.99
Cn1c(=O)c2c(ncn2CC(=O)Nc2ccc(N3CCOCC3)cc2)n(C)c1=O	-20.0	0.26	-0.46
CCN(C(=O)COC(=O)c1cc(-c2ccc3cc(OC)ccc3c2)nc2ccccc12)C1CCS(=O)(=O)C1 (configuration not stated)	24.1	0.85	2.21
O=c1cc(C(F)(F)F)[nH]c(=O)n1C1CCCCC1	.	-0.69	-0.43

The last 5 compounds of the part before come first, to join the parts.
smiles	Insulin prom inh	sdo1 growth	sdo1 growth Rescue 24 h
COc1ccc(C(=O)Nc2ccccc2C(=O)N/N=C/c2ccccc2OC)cc1	.	-0.41	-0.24
O=C(CCS(=O)(=O)c1ccccc1)Nc1nc(-c2cccs2)cs1	33.3	0.21	0.99
Cn1c(=O)c2c(ncn2CC(=O)Nc2ccc(N3CCOCC3)cc2)n(C)c1=O	-20.0	0.26	-0.46
CCN(C(=O)COC(=O)c1cc(-c2ccc3cc(OC)ccc3c2)nc2ccccc12)C1CCS(=O)(=O)C1 (configuration not stated)	24.1	0.85	2.21
O=c1cc(C(F)(F)F)[nH]c(=O)n1C1CCCCC1	.	-0.69	-0.43
c1ccc(CCn2nnnc2C(c2cccnc2)N2CCN(c3ccccc3)CC2)cc1 (configuration not stated)	.	-2.04	-0.71
c1ccc(SCCOCCN2CCc3ccccc3C2)cc1	-17.5	-0.42	-0.24
CCOC(=O)c1c(NC(=O)CSc2nnc(-c3ccncc3)n2Cc2ccco2)sc(C(C)=O)c1C	22.2	.	.
CS(=O)(=O)N(CCC#N)Cc1ccc(C=O)o1	5.9	.	.
O=C(O)c1ccccc1C(=O)OCCCCOC(=O)c1ccccc1C(=O)O	-19.3	0.76	0.7
COc1ccc(CN2C(=O)c3ccccc3C2C(=O)NC2CCCC2)c(OC)c1 (configuration not stated)	.	0.89	0.56
Cc1nc2ccc(F)cc2cc1C(=O)Nc1cccc(Cl)c1C	.	-0.53	0.07
Cc1[nH]nc2c1C(c1ccsc1C)C(C#N)=C(N)O2 (configuration not stated)	-5.7	-0.02	-0.55
COc1cccc(OCCCCN2CC(C)OC(C)C2)c1 (configuration not stated)	-20.0	-2.19	-1.79
CCN(CC)CC(=O)Nc1ccc2c(c1)Nc1ccccc1CC2	.	0.35	0.32
C=CCNC(=O)/C(=C\C=C\c1ccccc1)NC(=O)c1ccccc1Cl	13.3	0.31	0.17
CC(=O)c1cccc(NC(=O)c2ccc(-c3ccccc3[N+](=O)[O-])o2)c1	34.2	-0.44	0.42
CCCCNC(=O)C1CCN(S(=O)(=O)c2cnc[nH]2)CC1	.	1.18	1.32
CC1Cc2ccccc2N1C(=O)CSc1nnc(CSc2ncccn2)n1C (configuration not stated)	3.0	0.79	1.12
CCOC(=O)c1csc(NC(=O)CSc2nnc(C3CC3)n2C)n1	.	-0.09	-0.56
CCOC(=O)c1cccc(NC(=O)Cn2c(CC(=O)NC)nc3ccccc32)c1	-66.7	0.34	-0.04
Clc1ccc(-c2cc(CSc3ccccc3)on2)cc1	.	-0.45	-0.71
O=S(=O)(c1cccs1)N1CCN(C/C=C/c2ccccc2)CC1	-28.6	-0.26	-0.51
COc1ccc(/C=C(\NC(=O)c2ccc(OC)c(OC)c2)C(=O)NCCc2c[nH]c3ccccc23)cc1	-31.8	0.19	-0.06
CCOc1ccc2cc(C#N)c(SCC(=O)NC(C)CC)nc2c1 (configuration not stated)	6.1	0.75	1.05
Cc1nc(SC2C=CS(=O)(=O)C2)n[nH]1 (configuration not stated)	20.7	0.87	0.74
CCNC(=S)N/N=C/c1ccc(OCc2ccc(C(=O)OC)cc2)cc1	12.9	0.08	0.08
Fc1ccccc1CSc1nnc(-c2cnccn2)n1Cc1ccco1	20.6	-0.77	-0.27
O=C(OCc1cn(-c2ccc(Cl)cc2)nn1)c1ccccc1	.	-0.42	-0.51
c1cc2c(cc1C1=NNC(=NC3CC3)SC1)OCCO2	46.7	.	.
CC(CCc1ccccc1)NC(=O)CSc1cccc[n+]1[O-] (configuration not stated)	-8.3	.	.
Cc1cc(C(=O)N2CCN(Cc3ccccc3)CC2)on1	.	0.54	0.22
CCCCCn1c(=O)[nH]c2cc(C(=O)N3CCN(Cc4ccc5c(c4)OCO5)CC3)ccc2c1=O	-12.5	-0.08	0.19
CN(c1ccccc1)S(=O)(=O)c1ccc(Cl)c(C(=O)OCC(=O)NC2CCS(=O)(=O)C2)c1 (configuration not stated)	5.3	.	.
N#CC1=C2SCN(c3ccc(F)cc3)CN2C(=O)CC1c1cccc(F)c1 (configuration not stated)	.	0.68	0.3
Cn1c(SCC(=O)N/N=C/C=C\c2ccco2)nc2ccccc21	.	0.09	-0.35
OC1(C#CCCN2CCCCC2)c2ccccc2-c2ccccc21	-172.7	.	.
Cn1c(SCc2nc3ccccc3n2CCO)nc2ccccc21	-12.5	0.82	0.48
O=C(C1=C(O)C(=O)N(Cc2ccco2)C1c1cccs1)c1cccs1 (configuration not stated)	0.0	1.03	-0.11
N#Cc1c(-c2ccco2)nc(SCc2ccc(F)cc2)[nH]c1=O	62.8	1.28	0.28
O=C(O)c1ccn(COc2ccc(Br)cc2)n1	25.0	.	.
Cc1ccc(CNC(=O)C(=O)NCC2OCCN2S(=O)(=O)c2cccs2)cc1 (configuration not stated)	4.8	0.24	0.99
Cc1ccc(-c2cc(N)n3nc(-c4ccc(C)cc4)cc3n2)cc1	.	0.64	0.34
CS(=O)(=O)N(CC(=O)NC1CC1)c1cccc(F)c1	-54.3	1.68	2.46
CCOC(=O)C1C(c2cccc([N+](=O)[O-])c2)C2C(=O)NN=C2CC1(C)O (configuration not stated)	-28.6	.	.
O=C(COc1ccccc1)NNC(=O)c1cccs1	6.7	0.39	0.46
CCOC(=O)c1ccc(NC(=O)Cn2nnc(-c3ccccc3)n2)cc1	-21.4	0.15	0.04
CCCc1n[nH]c(=O)[nH]1	.	0.7	-0.49
NNC(=O)CCN1CCCCC1	13.3	.	.
Cc1ccc(N=Nc2c(N)[nH]n3c(=O)cc(C)nc23)cc1	16.7	1.21	0.6
O=C(O)Cn1nnc(-c2cccs2)n1	-61.3	1.52	0.78
COc1ccc(S(=O)(=O)NC2CC3CCC2C3)cc1Cl (configuration not stated)	25.0	-2.17	-0.77
O=c1c2ccccc2[nH]c(=S)n1CCCN1CCN(C2CCCCC2)CC1	12.5	0.19	-0.02
Cc1ccc(S(=O)(=O)N(C)C)cc1NC(=O)[C@H](Cc1ccccc1)N1C(=O)c2ccccc2C1=O	57.1	-0.3	-0.94
COc1ccc(C(C)(C)C)cc1NC(=O)COC(=O)c1cnc(C)cn1	18.2	-0.25	-0.23

Three structures already listed, ordered by molar mass, highest first.
smiles	Insulin prom inh	sdo1 growth	sdo1 growth Rescue 24 h
Cc1ccc(S(=O)(=O)N(C)C)cc1NC(=O)[C@H](Cc1ccccc1)N1C(=O)c2ccccc2C1=O	57.1	-0.3	-0.94
Cc1ccc(N=Nc2c(N)[nH]n3c(=O)cc(C)nc23)cc1	16.7	1.21	0.6
CCCc1n[nH]c(=O)[nH]1	.	0.7	-0.49

(further entries)
smiles	Insulin prom inh	sdo1 growth	sdo1 growth Rescue 24 h
CCOC(=O)N1CCN(Cc2cn3ccccc3n2)CC1	-13.0	0.94	0.13
CCN(CC)CCNC(=O)C(C)c1nn(C)c(=O)c2ccccc12 (configuration not stated)	0.0	0.46	-0.65
CC1CCCN(Cc2cnc(Cl)s2)C1 (configuration not stated)	23.3	0.61	0.28
CCOCCCn1c(SCC(=O)/C(C#N)=C(\C)N)nc2ccccc2c1=O	-63.3	0.74	-0.15

Records listed so far that bear a hit mark in Insulin prom inh:
smiles	Insulin prom inh	sdo1 growth	sdo1 growth Rescue 24 h
Cc1cc(N2CCOCC2)nc2ccc(NC(=S)N3CCCCC3C)cc12 (configuration not stated)	72.7*	.	.

From PubChem BioAssay
